# DAX1 inh-1: DAX1 (NR0B1) inhibition, primary screen; HEK293T StAR-luciferase reporter, SF-1/DAX-1 repression relief; hit rate 1.1% among 370,000; AID 652010; inhibition, % at 6.8 µM;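 active means inhibition above the mean over all tested compounds plus 3 SD, cut at about 3.6% in these data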;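 further: 0% = DAX-1 cells with DMSO and 100% = cells lacking DAX-1 with DMSO; higher inhibition means more luminescence from relief of DAX-1 repression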
# sPLA2-III inh: Inhibits HGIII-sPLA2 liposome hydrolysis, primary screen. QFRET BODIPY PC-A2 liposome hydrolysis, fluorescence. inhibition, % at 12.2 µM. hit rate 0.56% among 370,000;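 active means inhibition above mean plus 3 SD of compounds lying within the high and low control bounds, cut at about 19% in these data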;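 further: 0% = median of test compound wells and 100% = no enzyme DMSO wells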
# Target sequence (Q9NZ20 whole entry, looked up): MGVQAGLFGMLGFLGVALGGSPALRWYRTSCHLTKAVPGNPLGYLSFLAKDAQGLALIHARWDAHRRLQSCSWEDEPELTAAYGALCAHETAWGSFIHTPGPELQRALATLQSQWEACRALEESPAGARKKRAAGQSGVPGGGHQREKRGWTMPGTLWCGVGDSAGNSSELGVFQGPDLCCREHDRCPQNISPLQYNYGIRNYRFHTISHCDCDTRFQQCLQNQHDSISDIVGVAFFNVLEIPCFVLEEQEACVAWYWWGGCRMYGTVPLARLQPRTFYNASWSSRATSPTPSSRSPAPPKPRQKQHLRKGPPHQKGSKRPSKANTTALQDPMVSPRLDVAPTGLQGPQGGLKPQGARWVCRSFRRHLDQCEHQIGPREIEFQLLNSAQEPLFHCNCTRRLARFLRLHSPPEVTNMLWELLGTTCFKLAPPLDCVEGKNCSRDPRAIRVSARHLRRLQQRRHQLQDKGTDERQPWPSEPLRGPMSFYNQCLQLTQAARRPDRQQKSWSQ
# proKLK7 act: proKLK7 (human) activation, primary screen; P49862; purified proKLK7, EDANS-DABCYL substrate fluorescence; 100% is mature enzyme control, 0% vehicle; activation, % at 7 µM; hit rate 0.9% among 370,000; AID 652039;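 active means activation above the mean of all tested compounds plus 3 SD, computed per campaign excluding outliers beyond control limits, cut at about 13% in these data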
# Target sequence (P49862 whole entry, looked up): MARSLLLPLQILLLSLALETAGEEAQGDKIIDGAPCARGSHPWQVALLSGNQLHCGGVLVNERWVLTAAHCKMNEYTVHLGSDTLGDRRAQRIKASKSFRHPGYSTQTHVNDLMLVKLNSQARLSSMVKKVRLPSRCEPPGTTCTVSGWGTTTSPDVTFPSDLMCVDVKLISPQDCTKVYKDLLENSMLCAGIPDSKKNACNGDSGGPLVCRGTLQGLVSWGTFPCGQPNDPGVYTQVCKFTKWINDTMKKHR
# DAX1 inh-2: inhibitors of human orphan nuclear receptor DAX1 (NR0B1). AID 504766. HEK293 Gal4-DAX1 luciferase reporter, luminescence. P51843. inhibition, % at 6.75 µM. hit rate 0.99% among 340,000;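 active means inhibition above the mean over all tested compounds plus 3 SD, cut at about 4.2% in these data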;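 further: 0% = DAX1-transfected cells with DMSO and 100% = empty-vector control cells with DMSO; inhibition shows as a rise in luminescence from relieved DAX1 repression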
# Target sequence (P51843 207-470 limits assumed): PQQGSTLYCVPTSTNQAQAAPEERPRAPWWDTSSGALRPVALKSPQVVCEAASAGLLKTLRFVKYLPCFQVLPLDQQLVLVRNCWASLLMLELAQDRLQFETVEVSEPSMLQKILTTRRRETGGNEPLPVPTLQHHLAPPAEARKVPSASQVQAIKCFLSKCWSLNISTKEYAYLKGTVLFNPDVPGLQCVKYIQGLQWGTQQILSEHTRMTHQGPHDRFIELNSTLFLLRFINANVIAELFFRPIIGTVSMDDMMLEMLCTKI
# GAA850 FXN act: activators of GAA850 frataxin (FXN) promoter; HEK293 lucGAA850 FXN promoter luciferase reporter, 24 h; percent of 10 µM SAHA response; activation, % at 6 µM; hit rate 0.56% among 360,000;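 active means activation above the average of all compounds screened plus 3 SD, cutoff fixed separately per campaign, cut at about 7.5% in these data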;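 further: 0% = DMSO wells and 100% = 10 µM SAHA wells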
# SMARCA2 activ: SMARCA2 function activation, primary screen. MG213 cells, MMTV-luciferase reporter, dexamethasone, overnight. activation, % at 9.1 µM. hit rate 1% among 370,000. AID 652017; in the data active means activation above about 7.8%;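 further: 0% = vehicle wells and 100% = reference activator wells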
# hcDAF12 agonist: activators of H. contortus DAF-12 nuclear receptor; activation, % at 6.8 µM; HEK293 hcDAF-12 lit1-tk-luc reporter, luminescence; 0% DMSO, 100% Δ7-dafachronic acid; hit rate 1.4% among 370,000;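 active means activation above the mean of all tested compounds plus 3 SD, cut at about 5.5% in these data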;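 further: 100% = response to 3 µM Δ7-dafachronic acid high control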
# hgDAF-12 ag: hgDAF-12 agonism, primary luciferase screen. HEK293 GAL4-hgDAF12 UAS-luciferase reporter, agonist luminescence; normalized to butyrate control. activation, % at 6.8 µM. AID 687014. hit rate 1.8% among 370,000;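 active means activation above a cutoff set at the mean of all screened compounds plus 3 SD, cut at about 10% in these data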;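 further: 0% = DMSO wells and 100% = sodium butyrate wells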
# NPR2 activator: GC-B (human) receptor activation; P20594; HEK293-GC-B cells, CNP EC30, cGMP TR-FRET; 0% at EC30 CNP, 100% saturating CNP; activation, % at 10 µM; hit rate 0.11% among 370,000; AID 1920062;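 active means activation at 10 µM reaching about 35% in either raw or pattern-adjusted values, limit read from the data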
# ssDAF-12 act: S. stercoralis DAF-12 activation, primary screen. HEK293 ssDAF-12/GRIP1 lit1-tk-luc reporter, luminescence; % of 3 µM dafachronic acid response. activation, % at 6.8 µM. hit rate 1% among 370,000;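 active means activation above the mean over all tested compounds plus 3 SD, cut at about 0.9% in these data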;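 further: 0% = DMSO-only wells and 100% = 3 µM delta7-dafachronic acid wells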
# NPR1 activator: GC-A (human) enzyme activation. P16066. HEK293 GC-A cells, cGMP TR-FRET, EC30 ANP; 0% at EC30 ANP, 100% saturating ANP. activation, % at 10 µM. hit rate 0.14% among 370,000. AID 1671463; in the data active means activation above about 40%
# An asterisk follows results filed as active; · = no result given. Compounds were not picked by outcome; overall some 6.7% were active at least once.
Compound	DAX1 inh-1	sPLA2-III inh	proKLK7 act	DAX1 inh-2	GAA850 FXN act	SMARCA2 activ	hcDAF12 agonist	hgDAF-12 ag	NPR2 activator	ssDAF-12 act	NPR1 activator
CC(C)CN(C(=O)COC(=O)Cc1n[nH]c(=O)c2ccccc12)C1CCS(=O)(=O)C1 (stereo unspecified)	0.2	2	-0.2	-0.4	-1.9	3	-1.1	0.9	1	-1.8	4
COc1cc2c(cc1OC)-c1cc3ccc(OC)c(OC)c3c[n+]1CC2	-1.0	5	0.5	-0.8	1.0	-2	-1.3	1.6	-4	-1.9	-5
CCOC1=C/C(=C/c2c(N)n3nc(-c4ccccc4)sc3nc2=O)C=CC1=O	-1.0	-31	-0.3	·	0.3	-2	0.9	8.0	-4	-0.3	-11
CNc1nc(-c2ccc3c(c2)CCN3C(=O)c2ccccc2C)cs1	1.5	2	-0.2	1.4	-5.0	3	1.4	21*	3	0.2	8
Cc1ccc(C)c(C(=O)CCC(=O)NNC(=O)c2cccs2)c1	1.7	-4	0.2	0.6	2.6	-2	0.0	-1.4	4	-1.1	0
CCc1ccc(OCc2ccc(C(=O)O)o2)cc1	1.9	-2	-0.6	-2.1	4.5	1	2.4	4.6	1	0.1	0
CCc1nnc(NC(=O)c2cccs2)s1	2.7	2	-0.1	0.6	1.6	2	2.3	9.5	-1	-0.4	3
O=C(Nc1nnc([C@@H]2C[C@H](O)[C@@H](CO)O2)s1)Nc1ccccc1Oc1ccccc1	1.5	-6	-0.2	·	0.1	2	2.6	-3.1	-2	-0.8	-4
CCOC(=O)c1c(/N=C/C2=C(O)CCCC2=O)sc(C)c1C	-0.6	9	-0.3	-0.1	0.5	-3	-4.0	-0.5	-1	-1.0	-10
CCOC(=O)C1CCCN(S(=O)(=O)c2ccc(Cl)nc2)C1 (stereo unspecified)	0.2	10	0.0	0.3	0.6	-3	-1.3	1.5	3	-1.2	4
Cc1ccc2nc(SCC(=O)Nc3cc([N+](=O)[O-])ccc3F)[nH]c2c1	0.1	-13	-0.1	1.5	-0.5	2	6.1*	1.0	2	-0.7	-1
CCC1Oc2ccccc2C(=O)N(CC(=O)c2ccc3c(c2)OCCO3)C1=O (stereo unspecified)	-0.6	0	0.6	0.4	4.8	1	-1.6	4.9	-2	-0.8	1
COc1ccc(NC(=O)C2CCC(CNS(=O)(=O)c3cccs3)CC2)cc1 (stereo unspecified)	-0.2	-3	0.0	-0.4	0.1	-2	-2.3	-2.1	0	-1.5	3
O=C(/C(C=Nc1cc2c(oc1=O)CCCC2=O)=C(\O)c1ccccc1)c1ccccc1	1.7	-2	0.4	3.2	4.3	4	2.8	14*	4	-0.5	-3
CC(Oc1ccc(Cl)cc1Cl)C(=O)OCn1nnc2ccccc2c1=O (stereo unspecified)	-0.2	8	-0.5	-0.7	1.1	-5	-0.6	-1.6	-5	-0.2	2
CCN(CCO)Cc1csc2cc(C)ccc12	-0.1	18	-0.2	2.0	0.6	-1	1.1	0.1	3	-1.1	2
CCCCOC(=O)c1ccc(NC(=O)C(=O)NCc2ccccn2)cc1	0.2	0	0.5	0.1	0.7	-2	-1.0	-1.1	-4	-1.7	-4
O=C(COC(=O)c1ccc(O)cc1)Nc1ccccc1-c1ccccc1	-1.4	-8	0.7	-1.1	0.0	-6	-1.1	-0.3	-2	-1.0	-3
CCCCC(=O)NC1=C(C(=O)OC)SCC1	-0.4	-3	0.3	-0.2	1.2	0	-0.5	-1.1	4	-0.1	3
CCC(C)(C)NC(=O)CN(C(=O)c1csnn1)c1cccc2c1CCCC2	0.0	6	0.2	1.4	1.9	-3	-1.1	1.0	1	-0.6	6
COc1cccc(OCc2cc(/C=N/Nc3ccc(C(=O)O)cc3)ccc2OC)c1	2.5	-1	-1.3	2.2	1.6	0	0.9	6.4	-1	-1.0	-7
Cc1ccc(-c2cc(Cc3ccccc3)c(=O)[nH]n2)cc1	0.6	-4	0.1	·	4.7	-2	2.6	-2.5	-6	-1.9	13
N#C/C(=C/c1ccc(-c2cccc([N+](=O)[O-])c2)o1)C(=O)Nc1nc(-c2cccs2)cs1	-0.2	-4	-0.2	-0.1	2.6	2	0.6	6.0	-1	-0.3	-8
CC(OC(=O)c1c[nH]c2ccccc12)C(=O)N1CCCC1 (stereo unspecified)	-0.1	9	0.5	0.4	0.1	-3	-2.1	1.1	0	-0.5	0
O=C(Cc1ccc(Br)cc1)N1CCN(c2ccccn2)CC1	0.7	-1	0.1	-0.5	2.9	0	0.3	2.6	-13	-0.7	-3
COC(=O)[C@]12C[C@H](CC(=O)N3CCN(C(=O)c4ccco4)CC3)C(=O)N(Cc3ccc4c(c3)OCO4)C1=C[C@H](C(C)C)O[C@@H]2C1CC1	0.0	-7	-0.2	·	·	-2	-2.0	-0.9	-5	-1.6	-1
COc1ccc(-c2csc(NC(=O)CN3C(=O)CCC3=O)n2)cc1OC	-0.4	1	-0.4	-1.0	0.2	0	-1.1	-0.1	8	-1.0	4
O=c1c2ccccc2nc(/C=C/c2c[nH]c3ccccc23)n1CCO	1.1	-27	2.8	0.1	0.9	3	5.0	8.6	9	0.7	6
Cn1c(=O)c2cc(NC(=S)NC3CC3)ccc2n1Cc1ccccc1	0.0	5	16*	·	-0.5	1	-1.4	1.6	3	-0.9	2
COc1ccc(C(C(=O)NCCC(C)C)N(CCCO)C(=O)c2snc(C(N)=O)c2N)cc1OC (stereo unspecified)	-0.4	7	1.1	-0.3	0.9	-3	-0.8	-2.4	-2	-0.8	-5

# (list continues)
SMILES	DAX1 inh-1	sPLA2-III inh	proKLK7 act	DAX1 inh-2	GAA850 FXN act	SMARCA2 activ	hcDAF12 agonist	hgDAF-12 ag	NPR2 activator	ssDAF-12 act	NPR1 activator
O=C(Nc1ccccc1N1CCOCC1)c1cc2ccccc2o1	-0.3	1	-1.2	-0.1	2.4	1	1.3	2.1	-1	1.3*	-4
COc1cc(C(c2c(C(=O)O)[nH]c3ccccc23)c2c(C(=O)O)[nH]c3ccccc23)ccc1OCc1ccccc1	-0.2	-159	0.1	1.2	0.5	-1	5.9*	0.5	0	0.5	-13
O=C(Nc1cccnc1)c1ccc(NS(=O)(=O)c2cccc([N+](=O)[O-])c2)cc1	0.9	-8	0.8	0.5	1.2	-1	-0.4	1.5	1	-0.4	-1
COc1ccc(OC)c(NC(=O)COC(=O)COc2ccc(Nc3ccccc3)cc2)c1	0.3	-11	-0.4	-0.4	-0.6	-1	-1.2	-1.4	-6	-1.0	22
C=CCOc1c2ccc(C(=O)NCc3ccc(OC)cc3)cc2nn1C	0.7	6	8.9	-0.1	3.4	-1	-1.4	0.2	2	-1.3	4
Cc1nc(S(=O)(=O)N2CCN(C3c4ccccc4-c4ccccc43)CC2)cn1C	-0.2	-10	-0.2	·	-0.1	-3	-1.2	-2.2	-2	-1.2	-4
COC(=O)C1CSC(C)(C)C(=O)N1 (stereo unspecified)	0.3	-1	-0.8	2.4	-0.6	3	-1.9	2.7	0	-1.7	-4
O=C(COC(=O)C1COc2ccccc2O1)Nc1ccc(Cl)cc1 (stereo unspecified)	-1.1	-2	-0.2	2.1	-0.8	-1	-0.8	5.6	-10	-0.3	3
COc1ccc(C(=O)CC(=O)C(=O)Nc2cc(OC)ccc2OC)cc1	-0.3	6	-0.5	4.2	-0.9	0	-0.1	0.8	0	-1.1	-7
COc1cc(S(=O)(=O)N2CCCC3(CCCCC3)C2)ccc1-n1cnnn1	0.2	-12	-0.3	-1.2	0.2	1	0.9	5.2	-6	-1.1	-3
O=C(NNC(=O)c1ccco1)c1ccc(NS(=O)(=O)c2cccs2)cc1	1.7	0	0.4	1.4	2.3	-1	1.1	0.2	2	-1.0	3
Cc1ccc(C(=O)OCC(=O)NC2CCCC(C)C2C)cc1S(=O)(=O)N1CCCCC1 (stereo unspecified)	0.1	5	0.6	0.3	0.8	-2	-3.1	-1.6	-1	-1.4	2
CC(=O)NCCc1ccc(S(=O)(=O)Nc2ccc(C)c(S(=O)(=O)N3CCOCC3)c2)cc1	-0.5	6	-0.7	-0.4	-0.8	-4	-0.7	-1.2	-5	-0.8	5
CCOC(=O)c1ccc(S(=O)(=O)N2CCN(CC(=O)NC(=O)NC(C)(C)C)CC2)cc1	-0.5	-5	-0.2	-1.3	-3.0	1	-0.6	2.3	0	-1.6	4
CN(C)CCOC(=O)C1(c2ccccc2)CCCC1	0.6	-2	0.2	0.4	-1.1	1	-1.1	1.4	2	-1.3	3
O=C1C(=NO)CCCc2ccccc21	-1.2	-16	-0.4	1.8	2.3	1	-1.7	0.7	4	-0.9	-1

# An excerpt from above, limited to NPR1 activator.
Structure	NPR1 activator
Cc1nc(S(=O)(=O)N2CCN(C3c4ccccc4-c4ccccc43)CC2)cn1C	-4
COC(=O)C1CSC(C)(C)C(=O)N1 (stereo unspecified)	-4
O=C(COC(=O)C1COc2ccccc2O1)Nc1ccc(Cl)cc1 (stereo unspecified)	3

# Reformatted: results already given
COc1ccc(OC)c(NC(=O)COC(=O)COc2ccc(Nc3ccccc3)cc2)c1
  DAX1 inh-1: 0.3	sPLA2-III inh: -11	proKLK7 act: -0.4	DAX1 inh-2: -0.4	GAA850 FXN act: -0.6	SMARCA2 activ: -1	hcDAF12 agonist: -1.2	hgDAF-12 ag: -1.4	NPR2 activator: -6	ssDAF-12 act: -1.0	NPR1 activator: 22
C=CCOc1c2ccc(C(=O)NCc3ccc(OC)cc3)cc2nn1C
  DAX1 inh-1: 0.7	sPLA2-III inh: 6	proKLK7 act: 8.9	DAX1 inh-2: -0.1	GAA850 FXN act: 3.4	SMARCA2 activ: -1	hcDAF12 agonist: -1.4	hgDAF-12 ag: 0.2	NPR2 activator: 2	ssDAF-12 act: -1.3	NPR1 activator: 4
Cc1nc(S(=O)(=O)N2CCN(C3c4ccccc4-c4ccccc43)CC2)cn1C
  DAX1 inh-1: -0.2	sPLA2-III inh: -10	proKLK7 act: -0.2	DAX1 inh-2: ·	GAA850 FXN act: -0.1	SMARCA2 activ: -3	hcDAF12 agonist: -1.2	hgDAF-12 ag: -2.2	NPR2 activator: -2	ssDAF-12 act: -1.2	NPR1 activator: -4

# Screening results (PubChem BioAssay)
